Apaf1 inhib = human Apaf-1 inhibition; O14727; reconstituted apoptosome caspase-3 activity, DEVD-Rh110 fluorescence; inhibition, % at 20 µM; 330,000 tested, 0.71% active; AID 489030; active = inhibition of at least 40% at 20 µM;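 note: plate controls were DMSO wells for no effect and DEVD-CHO caspase inhibitor wells for full effect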
Target sequence (O14727 whole entry, looked up): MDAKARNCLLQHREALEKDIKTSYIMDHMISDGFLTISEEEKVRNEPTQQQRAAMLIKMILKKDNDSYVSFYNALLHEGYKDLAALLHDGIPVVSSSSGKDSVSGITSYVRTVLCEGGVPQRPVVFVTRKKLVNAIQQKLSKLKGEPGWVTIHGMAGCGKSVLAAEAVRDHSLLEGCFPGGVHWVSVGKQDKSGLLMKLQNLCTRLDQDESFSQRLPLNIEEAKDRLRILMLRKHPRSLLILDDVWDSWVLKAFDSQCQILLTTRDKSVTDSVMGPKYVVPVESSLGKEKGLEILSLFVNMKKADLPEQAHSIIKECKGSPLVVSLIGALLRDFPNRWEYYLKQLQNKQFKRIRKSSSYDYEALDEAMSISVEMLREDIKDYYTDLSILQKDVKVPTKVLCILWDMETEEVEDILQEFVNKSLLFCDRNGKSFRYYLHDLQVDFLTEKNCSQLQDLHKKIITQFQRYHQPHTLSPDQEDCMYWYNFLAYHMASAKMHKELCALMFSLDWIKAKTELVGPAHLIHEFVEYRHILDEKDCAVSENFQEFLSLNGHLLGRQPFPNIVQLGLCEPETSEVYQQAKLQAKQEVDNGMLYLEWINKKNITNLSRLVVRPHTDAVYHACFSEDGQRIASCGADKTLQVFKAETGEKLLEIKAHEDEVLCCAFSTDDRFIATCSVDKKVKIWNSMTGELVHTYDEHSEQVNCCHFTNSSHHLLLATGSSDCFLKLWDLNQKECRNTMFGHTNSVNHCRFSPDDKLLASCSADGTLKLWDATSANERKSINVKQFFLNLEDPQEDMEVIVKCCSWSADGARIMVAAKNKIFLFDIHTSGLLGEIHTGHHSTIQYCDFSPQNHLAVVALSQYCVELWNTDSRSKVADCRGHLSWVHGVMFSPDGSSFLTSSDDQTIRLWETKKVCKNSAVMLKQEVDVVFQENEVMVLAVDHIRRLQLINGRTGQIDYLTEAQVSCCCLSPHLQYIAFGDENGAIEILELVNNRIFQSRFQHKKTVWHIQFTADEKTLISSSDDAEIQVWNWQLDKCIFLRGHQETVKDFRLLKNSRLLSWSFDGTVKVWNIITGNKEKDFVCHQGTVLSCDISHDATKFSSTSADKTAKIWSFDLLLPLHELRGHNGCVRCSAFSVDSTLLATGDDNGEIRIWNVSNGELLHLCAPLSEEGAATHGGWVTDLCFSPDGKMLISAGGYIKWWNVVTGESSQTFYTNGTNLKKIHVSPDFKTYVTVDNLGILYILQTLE
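Material: reconstituted apoptosome with Apaf-1, cytochrome c, caspase-9, procaspase-3, dATP; medium: pH 7.5 Hepes buffer with CHAPS, BSA, DTT; also added: cytochrome c and DEVD-Rh110 substrate; timing: 30 min plus 50 min, RT; signal: Rh110 fluorescence intensity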
SENP6 inh = blocks the human protease SENP6. Recombinant SENP6 catalytic domain, aminoluciferin luminescence. inhibition, % at 10 µM. 330,000 tested, 1.8% active. AID 2599;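 active = inhibition above about 50% at the single tested dose, limit read from the data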;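 note: plate controls were DMSO wells with enzyme for no effect and DMSO wells lacking enzyme for full effect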
APOBEC3G inh = blocks human APOBEC3G single-stranded DNA deamination; 330,000 tested, 0.28% active; inhibition, % at 20 µM; AID 493012; recombinant A3G, ssDNA deamination FAM/TAMRA fluorescence;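 active = inhibition of at least 40% at 20 µM, with no more than 30% in the related APOBEC3A deaminase screen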;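 note: plate controls were DMSO wells with A3G for no effect and wells lacking A3G enzyme for full effect; some compounds called inactive have numbers as strong as hits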
SENP1 FRET inh = inhibitors of human SENP1 SUMO protease catalytic domain | Q9P0U3 | recombinant SENP1 catalytic domain, CyPet-SUMO1-YPet FRET cleavage | inhibition, % at 10 µM | 360,000 tested, 0.21% active | AID 624204;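 active = inhibition at least 30% at 10 µM, raw YFP signal under a set limit, fluorescence ratio 0.5 to 1.5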;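 note: 0% = enzyme with DMSO and 100% = no enzyme wells; some results filed as inactive read as strong as hits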
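System: Recombinant human SENP1 catalytic domain, His6-tagged | Incubation: Enzyme reaction for 50 min at room temperature, dark | Medium: Tris pH 8 with BME, BSA, NP40 and catalase | Also added: 25 nM SUMO1 FRET substrate | Compound: 10 µM single point, 0.5% DMSO | Measured by: FRET fluorescence in CFP and YFP emission channels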
SENP8 block-1 = blocks human SENP8 cleavage of Nedd8 substrate. inhibition, % at 20 µM. 360,000 tested, 0.64% active. AID 602440. recombinant SENP8, Nedd8 substrate fluorescence; in the data active = inhibition mostly above about 40%, no sharp cut-off; inactive = mostly below about 27%
UBC13 inh = human UBC13 polyubiquitination inhibition; inhibition, % at 20 µM; 330,000 tested, 0.47% active; P61088; UBC13 polyubiquitin chain formation, TR-FRET; in the data active = inhibition above about 45%, passing the limit was not always enough
SENP8 block-2 = SENP8 protease inhibition | Q96LD8 | purified SENP8, Z-RLRGG-aminoluciferin cleavage, luminescence | inhibition, % at 10 µM | 330,000 tested, 1.2% active | AID 2540; in the data active = inhibition above about 50%
SENP7 block = inhibitors of human SENP7 protease | inhibition, % at 5 µM | 330,000 tested, 1.5% active | recombinant SENP7, Z-RLRGG-aminoluciferin luminescence, 40 min | AID 434973;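 active = inhibition above about 50% at the single test dose, limit read from the data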;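 note: plate controls were DMSO with enzyme for no effect and no enzyme buffer wells for full effect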
* marks the source's active call; other numbers are inactive results.

no. | smiles | APOBEC3G inh | SENP8 block-2 | UBC13 inh | SENP1 FRET inh
1 | CCn1c(NC(C)=O)c(-c2ccccc2Cl)c(=O)c2ccccc21 | -5 | -1 | 5 | 0
2 | N#CC(C(=O)c1ccccc1)=C1SCCS1 | 1 | -2 | -1 | 3
3 | COCc1ccc(C(=O)N2CCCC(N3CCN(c4ccc(F)cc4)CC3)C2)o1 (stereo unspecified) | -2 | -3 | -4 | 0
4 | O=C(NCCC1CCCCN1S(=O)(=O)c1ccccc1)C(=O)NCc1ccncc1 (stereo unspecified) | -11 | -5 | -3 | 0
5 | COc1ccc(CCN(C)C2CCCN(S(=O)(=O)C(C)C)C2)cc1OC (stereo unspecified) | -4 | -9 | 0 | -4
6 | COc1cc(NC(=O)c2ccccc2)c(OC)cc1NC(=O)CSc1[nH]c(=O)cc(C)c1C#N | -3 | 3 | 6 | -10
7 | O=C(Nc1cccc(-c2cnc3ccccc3n2)c1)C1CC(=O)N(c2ccccc2)C1 (stereo unspecified) | -5 | -2 | -7 | 2
8 | Cn1cccc1CNC(=O)Nc1ccc(Cl)cc1 | 0 | -17 | -5 | 8
9 | Cc1c(NC(=O)C(C)OC(=O)COc2ccccc2)c(=O)n(-c2ccccc2)n1C (stereo unspecified) | 0 | -8 | -3 | 2
10 | COc1cccc(CNC(=O)CCC2CCCN(c3cc(C)nc(N(C)C)n3)C2)c1 (stereo unspecified) | -9 | -8 | 1 | -2
11 | O=C(NNC(=O)c1ccccc1F)c1cccs1 | -11 | -8 | 7 | -1
12 | Cc1cccc(NC(=S)NCCC(C)C)c1 | -5 | 3 | 7 | 3

no. | Apaf1 inhib | SENP6 inh | SENP7 block | SENP8 block-1
1 | -3 | -19 | 2 | -5
2 | 18 | 7 | 3 | 42*
3 | 2 | -4 | 1 | 7
4 | 5 | -16 | -18 | 25
5 | -3 | -15 | -7 | -1
6 | 2 | 3 | -1 | -107
7 | 24 | -4 | -3 | -75
8 | 20 | -14 | 4 | 15
9 | 6 | -10 | -10 | 12
10 | 5 | -23 | -4 | 18
11 | -3 | 7 | -7 | 12
12 | -5 | 3 | 1 | 14

SENP8 block-1: entries above that show a hit
No.	Compound	APOBEC3G inh	UBC13 inh	SENP1 FRET inh	SENP6 inh	SENP7 block	SENP8 block-1
2	N#CC(C(=O)c1ccccc1)=C1SCCS1	1	-1	3	7	3	42*

Next part.
no. | smiles | APOBEC3G inh | SENP8 block-2 | UBC13 inh | SENP1 FRET inh
13 | CCOc1ccccc1N(C)C(=O)CCS(=O)(=O)c1ccc2c(c1)NC(=O)C(C)S2 (stereo unspecified) | -7 | -1 | 2 | 5
14 | CC(=O)Nc1ccc(NS(=O)(=O)c2cc(-c3n[nH]c(=O)c4ccccc34)ccc2C)cc1 | -5 | 5 | 16 | 3
15 | COc1ccc(OC)c(C(=O)CN2CCN(S(=O)(=O)c3ccc(Br)cc3)CC2)c1 | -5 | -1 | 1 | 1
16 | O=C(Nc1ccccc1)Nc1nnc(Cc2ccccc2F)s1 | -4 | 2 | 5 | 2
17 | O=C(COC(=O)COc1cccc(F)c1)Nc1nc2ccccc2s1 | -6 | -13 | -1 | 0
18 | Cc1ccc(NC(=O)C2=CC(c3ccc(C)cc3)=NS(=O)(=O)N2C)cc1 | -5 | 1 | -2 | 4
19 | CCC(C)N(C(=O)COc1ccc(NC(C)=O)cc1)C1CCS(=O)(=O)C1 (stereo unspecified) | -5 | -5 | -5 | 1
20 | CC1(C)Cc2c(cnn2-c2ccccc2)C(=O)/C1=N\NC(=O)c1ccccc1O | 3 | -1 | -12 | 1
21 | COc1ccc(Nc2ccnc3ccccc23)cc1 | -3 | 6 | 2 | 2
22 | COC(=O)/C(=C/c1ccco1)NC(=O)c1ccccc1 | -6 | -3 | -6 | 0
23 | COc1ccc(CCNCCN2CCOCC2)cc1 | -4 | -2 | 0 | 0
24 | Cc1ccc(-n2c3c(cc(C(=O)N4CCN(C)CC4)c2=O)C(=O)CC(C)(C)C3)cc1 | -7 | -8 | 4 | 2

no. | Apaf1 inhib | SENP6 inh | SENP7 block | SENP8 block-1
13 | -5 | -3 | 2 | 7
14 | -15 | 11 | 5 | 14
15 | 9 | -19 | 6 | -15
16 | 4 | 26 | 3 | 6
17 | 1 | -9 | 2 | 12
18 | 2 | -4 | -6 | 19
19 | 7 | -11 | -6 | 0
20 | 13 | -5 | 1 | 32
21 | -16 | 15 | 1 | 3
22 | 12 | 8 | 14 | 0
23 | 1 | 18 | 6 | 14
24 | -10 | 27 | -11 | 22

Some of these compounds in order of SMILES length, smallest number first.
no. | smiles | APOBEC3G inh | SENP8 block-2 | UBC13 inh | SENP1 FRET inh
21 | COc1ccc(Nc2ccnc3ccccc23)cc1 | -3 | 6 | 2 | 2
13 | CCOc1ccccc1N(C)C(=O)CCS(=O)(=O)c1ccc2c(c1)NC(=O)C(C)S2 (stereo unspecified) | -7 | -1 | 2 | 5
14 | CC(=O)Nc1ccc(NS(=O)(=O)c2cc(-c3n[nH]c(=O)c4ccccc34)ccc2C)cc1 | -5 | 5 | 16 | 3

no. | Apaf1 inhib | SENP6 inh | SENP7 block | SENP8 block-1
21 | -16 | 15 | 1 | 3
13 | -5 | -3 | 2 | 7
14 | -15 | 11 | 5 | 14

Continued.
no. | smiles | APOBEC3G inh | SENP8 block-2 | UBC13 inh | SENP1 FRET inh
25 | COC(=O)C1=C(N)OC2=C(C(=O)CCC2)C1c1ccc2c(c1)OCO2 (stereo unspecified) | -7 | -9 | 10 | 1
26 | CC1CC(C)(C)CC2(C1)NC(=O)N(CC(=O)NCCc1ccc3c(c1)OCCO3)C2=O (stereo unspecified) | 10 | -5 | -3 | 0
27 | Cc1nc2nc(C)c(CCC(=O)NCc3ccc4c(c3)OCO4)c(C)n2n1 | 0 | -6 | 3 | 0
28 | COc1ccc(C2=NC(CO)(CO)CO2)cc1 | -9 | -8 | -5 | 0
29 | CC1=CC(=O)C(C(C)C)=CC1=NC(=O)c1ccc(C)cc1 | -8 | -8 | -7 | -1
30 | Cc1nc(Sc2nnnn2-c2ccccc2)c(C#N)c(C)c1C | -7 | -2 | -3 | -3
31 | COc1ccc(-c2ncc3ccccn23)cc1OC | -9 | -1 | 5 | -48
32 | CCOc1ncccc1C(=O)N1CCN(S(=O)(=O)c2ccc(Br)cc2Cl)CC1 | -9 | -3 | 17 | 1
33 | Cc1cc(C)nc(NC(=O)/C=C/c2cccs2)c1 | 0 | 28 | 3 | -1
34 | CS(=O)(=O)NCCSc1nnnn1-c1ccccc1 | -5 | -4 | 2 | -1
35 | O=C1CSC(c2cccc(F)c2)N1c1ccccc1 (stereo unspecified) | -1 | 7 | 6 | 3
36 | CCN(CCCNC(=O)CSc1cc(=O)n(C)c2cc(Cl)ccc12)Cc1ccccc1 | -7 | -2 | 2 | 1

no. | Apaf1 inhib | SENP6 inh | SENP7 block | SENP8 block-1
25 | -9 | 25 | -3 | 7
26 | 8 | -3 | 5 | 6
27 | 5 | -12 | 7 | 10
28 | 6 | -5 | -2 | 16
29 | 13 | -5 | -10 | 3
30 | 3 | -8 | 2 | 20
31 | 7 | -8 | 1 | -148
32 | -4 | -20 | -4 | 16
33 | -16 | 34 | 54* | -6
34 | -4 | -28 | -6 | 10
35 | 6 | -6 | -3 | 19
36 | 2 | -1 | -1 | -34

New compounds follow
no. | smiles | APOBEC3G inh | SENP8 block-2 | UBC13 inh | SENP1 FRET inh
37 | COc1cc(C(=O)NCC(=O)Nc2c(C)cccc2C)ccc1OCC(=O)N1CCOCC1 | -8 | -19 | -9 | -3
38 | Cc1c(Cl)cccc1NC(=O)CNC(=O)Cc1c[nH]c2ccccc12 | -8 | -14 | 0 | -11
39 | CCc1ccccc1NC(=O)C1CC(c2ccc(OC)cc2)=NO1 (stereo unspecified) | -2 | -5 | 8 | 1
40 | Cc1nn(C)c(Cl)c1NC(=O)OCc1ccc(Cl)cc1Cl | -6 | -3 | 8 | 1
41 | CCCCCC(=O)N1CCN(CCN=CC2=C(O)CC(c3ccco3)CC2=O)CC1 (stereo unspecified) | 0 | -2 | 3 | 0
42 | CCOc1ccc(CN(C(=O)c2oc3ccccc3c2C)C2CCS(=O)(=O)C2)cc1 (stereo unspecified) | 0 | 11 | 8 | 1
43 | CCN1CCN(CCCNC(=O)c2ccc(NC(=O)C3=CSCCO3)cc2)CC1 | -4 | -3 | -1 | 2
44 | Cc1ccc(N(Cc2ccccc2)C(=O)CN2C(=O)NC3(CCCC3)C2=O)cc1 | -9 | -4 | 6 | 0
45 | COc1cccc(/C=N/NC(=O)Cn2nc([N+](=O)[O-])cc2C)c1 | -8 | -1 | -3 | 1
46 | Cn1c2ccc(F)cc2c2ncn(CCN3CCOCC3)c(=O)c21 | 1 | 1 | 5 | 0
47 | O=C1C2C3C=CC(CC3)C2C(=O)N1c1cccc(C(F)(F)F)c1 (stereo unspecified) | 6 | -1 | 1 | 1
48 | Cc1cc(C)n2ncc(C(=O)Nc3ccc(Cl)c(Cl)c3)c2n1 | -5 | -11 | -4 | -7

no. | Apaf1 inhib | SENP6 inh | SENP7 block | SENP8 block-1
37 | 7 | -27 | -6 | 10
38 | 15 | -3 | -1 | -2
39 | 8 | 22 | 8 | 20
40 | 2 | 9 | -5 | 10
41 | 2 | 5 | -5 | 9
42 | 9 | 1 | -3 | 15
43 | -4 | -5 | -1 | 0
44 | 20 | -6 | 3 | -2
45 | 5 | -6 | -9 | 29
46 | 9 | -2 | 8 | -82
47 | -120 | 5 | -1 | 16
48 | 17 | 8 | -9 | -6

The listing continues:
no. | smiles | APOBEC3G inh | SENP8 block-2 | UBC13 inh | SENP1 FRET inh
49 | O=C(C1CCCN(Cc2ccccc2C(F)(F)F)C1)N1CCCCC1 (stereo unspecified) | -7 | -3 | -9 | 1
50 | NS(=O)(=O)c1ccc(NC(=O)COC(=O)c2cc([N+](=O)[O-])ccc2Cl)cc1 | -3 | 4 | 1 | 5
51 | C=CCn1cc(/C=C2\SC(N3CCOCC3)=NC2=O)c2ccccc21 | -9 | -5 | -4 | -133
52 | CN(C)CCCn1c(N)c(C#N)c2nc3ccccc3nc21 | -3 | 12 | -22 | -37
53 | O=C(COC(=O)c1cc[n+]([O-])cc1)Nc1ccc([N+](=O)[O-])cc1 | -6 | -5 | -2 | -1
54 | CN(Cc1ccccc1)C1=CC(=[N+]2CCCC2)CC(C)(C)C1 | 19 | -3 | -14 | -6
55 | CCN1C(=O)C(CC(=O)N2CCN(C(c3ccccc3)c3ccccc3)CC2)N(CC)C1=O (stereo unspecified) | -1 | 6 | -8 | 3
56 | C#CCOCCOCCOCCNc1nc(N2CCN(C(=O)[C@H](CC(N)=O)n3cc([C@@H](N)C(C)C)nn3)CC2)nc(N2CCN(C(=O)[C@H](CC(N)=O)n3cc([C@@H](N)C(C)C)nn3)CC2)n1 | -7 | -3 | 5 | 3

no. | Apaf1 inhib | SENP6 inh | SENP7 block | SENP8 block-1
49 | 6 | -20 | -4 | 29
50 | -29 | -3 | 3 | 11
51 | 6 | -14 | -7 | -15
52 | 10 | 37 | 37 | -382
53 | -7 | 10 | 1 | 11
54 | 1 | -24 | 6 | -3
55 | 2 | 0 | 3 | 17
56 | 3 | 6 | 9 | 2

Compounds listed so far with two or more sulfur atoms (three):
no. | smiles | APOBEC3G inh | SENP8 block-2 | UBC13 inh | SENP1 FRET inh
2 | N#CC(C(=O)c1ccccc1)=C1SCCS1 | 1 | -2 | -1 | 3
13 | CCOc1ccccc1N(C)C(=O)CCS(=O)(=O)c1ccc2c(c1)NC(=O)C(C)S2 (stereo unspecified) | -7 | -1 | 2 | 5
34 | CS(=O)(=O)NCCSc1nnnn1-c1ccccc1 | -5 | -4 | 2 | -1

no. | Apaf1 inhib | SENP6 inh | SENP7 block | SENP8 block-1
2 | 18 | 7 | 3 | 42*
13 | -5 | -3 | 2 | 7
34 | -4 | -28 | -6 | 10

From PubChem BioAssay

An unsorted share of the library; 3.6% or so of the library scored in one or more.
